ASAP1 inh = blocks human ASAP1-stimulated Arf1 GTP hydrolysis; Q9ULH1; GDP FP detection; inhibition, % at 16.5 µM; 360,000 compounds, 0.19% hits; AID 624377; in the data active means inhibition above about 25%;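 further: 0% = vehicle with enzyme and substrate and 100% = no enzyme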
PLC-gamma1 inh = inhibitors of human phospholipase C gamma1; inhibition, % at 12.2 µM; 370,000 compounds, 0.84% hits; purified PLC-gamma1, fluorogenic substrate, fluorescence; in the data active means inhibition above about 9.5%
Target sequence (P19174 whole entry, looked up): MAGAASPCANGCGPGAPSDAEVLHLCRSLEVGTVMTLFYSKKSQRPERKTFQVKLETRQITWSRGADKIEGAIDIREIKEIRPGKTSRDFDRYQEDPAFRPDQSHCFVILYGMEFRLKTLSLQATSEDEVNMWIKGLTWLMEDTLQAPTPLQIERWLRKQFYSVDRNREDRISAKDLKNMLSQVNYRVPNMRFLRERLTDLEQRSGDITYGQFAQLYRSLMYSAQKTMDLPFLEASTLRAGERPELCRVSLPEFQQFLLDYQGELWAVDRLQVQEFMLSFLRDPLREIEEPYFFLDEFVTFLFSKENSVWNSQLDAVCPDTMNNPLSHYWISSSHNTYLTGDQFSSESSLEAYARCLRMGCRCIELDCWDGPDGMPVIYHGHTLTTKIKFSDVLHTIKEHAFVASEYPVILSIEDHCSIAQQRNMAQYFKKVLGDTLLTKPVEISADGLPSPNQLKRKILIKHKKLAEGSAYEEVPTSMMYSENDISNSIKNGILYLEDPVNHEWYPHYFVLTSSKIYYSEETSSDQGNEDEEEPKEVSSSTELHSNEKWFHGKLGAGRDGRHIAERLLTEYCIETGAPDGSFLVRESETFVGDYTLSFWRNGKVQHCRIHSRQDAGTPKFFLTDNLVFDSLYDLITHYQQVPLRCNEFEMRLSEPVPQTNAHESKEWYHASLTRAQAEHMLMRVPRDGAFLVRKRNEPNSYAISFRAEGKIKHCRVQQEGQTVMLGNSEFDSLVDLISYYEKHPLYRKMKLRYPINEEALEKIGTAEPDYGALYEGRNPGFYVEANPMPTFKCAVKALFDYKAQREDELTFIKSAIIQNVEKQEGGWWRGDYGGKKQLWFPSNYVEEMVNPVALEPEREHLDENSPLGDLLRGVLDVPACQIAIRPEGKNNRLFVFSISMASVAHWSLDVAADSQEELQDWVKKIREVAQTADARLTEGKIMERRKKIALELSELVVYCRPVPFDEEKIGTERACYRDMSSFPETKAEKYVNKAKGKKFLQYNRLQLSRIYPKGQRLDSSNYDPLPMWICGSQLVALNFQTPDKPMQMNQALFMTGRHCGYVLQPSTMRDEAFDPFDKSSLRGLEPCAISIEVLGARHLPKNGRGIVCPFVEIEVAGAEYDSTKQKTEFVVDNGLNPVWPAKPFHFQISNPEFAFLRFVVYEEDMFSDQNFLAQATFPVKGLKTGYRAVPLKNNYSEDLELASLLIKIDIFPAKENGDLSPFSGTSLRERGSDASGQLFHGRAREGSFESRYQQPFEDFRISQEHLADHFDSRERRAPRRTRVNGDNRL
DDE Tn7 FP inh = disrupts Tn7 cyclic peptide binding to fibrin D-Dimer-E complex; P02675; FP displacement of FITC-Tn7 peptide from fibrin DD(E); 0% = median of compound wells per plate; 370,000 compounds, 0.13% hits; AID 720508; inhibition, % at 8.3 µM;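 active means inhibition above the mean of compounds falling within the control limits plus 3 SD of them, cut at about 14% in these data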;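 further: 0% = plate median of compound wells and 100% = 10 µM Aha-Tn7 peptide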
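Test system – human fibrin DD(E) · Times – 10 min preincubation, 3 h with tracer, room temperature · Detection – fluorescence polarization of the labelled Tn7 tracer · Measure – percent inhibition normalized to high-control wells · Benchmarks – high control wells with 10 µM unlabelled Aha-Tn7 peptide (full inhibition) · Repeats – singlicate testing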
KLK7 zymogen act = activators of human kallikrein-7 zymogen; P49862; purified proKLK7, EDANS-DABCYL substrate fluorescence; 100% is mature enzyme control, 0% vehicle; activation, % at 7 µM; 370,000 compounds, 0.9% hits; AID 652039;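 active means activation above the mean of all tested compounds plus 3 SD, computed per campaign excluding outliers beyond control limits, cut at about 13% in these data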
TDP2 inh = TDP2 (human) inhibition, absorbance primary screen. recombinant TDP2, T5PNP hydrolysis, p-nitrophenol absorbance 415 nm. inhibition, % at 12.8 µM. 370,000 compounds, 0.34% hits;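 active means inhibition above the mean of all tested compounds plus 3 SD, set per campaign, cut at about 25% in these data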;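 further: 0% = DMSO with enzyme and 100% = buffer with substrate but no TDP2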
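Test system: human TDP2 enzyme; Input: 120 nM TDP2 per well; Buffer or medium: Mg2+-containing Tris-HCl buffer, pH 7.5; Reagent: 5 mM T5PNP; Dosing: 12.8 µM single point, 1% DMSO; Incubation: reaction 2 h, 37 °C; Detection: p-Nitrophenol epi absorbance; Read-out: % inhibition relative to enzyme-containing and enzyme-free wells; Replicates: single well per compound.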
LEDGF integ inh = blocks HIV-1 LEDGF/p75-dependent DNA integration | TR-FRET IN-LEDGF/p75 DNA integration, Eu/Cy5 | inhibition, % at 3.7 µM | 370,000 compounds, 0.64% hits;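 active means inhibition above the screen-wide mean plus 3 SD, cut at about 13% in these data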;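 further: signal is the Cy5 over europium emission ratio at 671 and 618 nm; 0% = plate median of compound wells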
ARFGAP1 inhibitor = inhibits rat ARF GTPase activating protein 1 | Arfgap1-stimulated ARF1 GTP hydrolysis, GDP FP detection | Q62848 | 360,000 compounds, 0.26% hits | inhibition, % at 16.5 µM | AID 651572;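 active means inhibition above a per-plate limit, mean inhibition of low control wells plus 3 SD, cut at about 25% in these data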;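 further: 0% = DMSO wells with enzyme and 100% = wells lacking Arfgap1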
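Material: rat Arfgap1 catalytic domain, aa 1-136; also added: human ARF1(Δ1-17)-GTP substrate; compound dosing: one concentration, 16.5 µM, DMSO 1.26%; incubation: GTP hydrolysis reaction 2 h at 25 °C; measured by: Tracer-displacement fluorescence polarization with EDTA stop, 620/688 nm; evaluation: % inhibition from polarization; repeats: one replicate per compound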
DDE Tn6 FP inh = disrupts Tn6 cyclic peptide binding to fibrin D-Dimer-E complex | Fibrin DD(E) TRITC-Tn6 fluorescence polarization displacement | P02675 | 370,000 compounds, 0.21% hits | inhibition, % at 8.3 µM;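 active means inhibition above a per-campaign cutoff: mean of compounds within control limits plus 3 SD, cut at about 15% in these data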;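 further: 0% = median of all compound wells on the plate and 100% = blocking peptide control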
ADAM10 inh = ADAM10 inhibition, QFRET primary screen | inhibition, % at 7 µM | AID 720582 | O14672 | recombinant ADAM10, EDANS/DABCYL FRET peptide cleavage, 3 h | 370,000 compounds, 0.62% hits;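 active means inhibition above a per-campaign cutoff equal to the mean of compounds falling between control-based bounds plus 3 SD, cut at about 20% in these data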;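 further: 0% = DMSO wells while the 100% control is not disclosed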
ADAM17 inh = inhibitors of human ADAM17 | inhibition, % at 6.95 µM | P78536 | recombinant ADAM17, EDANS/DABCYL FRET peptide cleavage | 370,000 compounds, 0.83% hits;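 active means inhibition above the mean of compounds lying between control limits plus 3 SD, set per campaign, cut at about 8.5% in these data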;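 further: 0% = DMSO-only wells as the low control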
Starred values were filed as active, the others as inactive; . = no result given.

nr	canonical_smiles	ASAP1 inh	PLC-gamma1 inh	DDE Tn7 FP inh	KLK7 zymogen act	TDP2 inh
1	O=C(OCc1nnc(-c2ccccc2)o1)C1CCN(C(=O)c2ccc(Cl)cc2)CC1	0	4	1	0.1	-7
2	CCC(C(=O)NC1CCCCCC1)n1nc(C)n2c(cc3occc32)c1=O (configuration not stated)	-9	-3	-6	-0.1	-11
3	Cc1cc(N2CCN(c3ccccc3Cl)CC2)n2cc(-c3ccccc3)nc2n1	3	-45	4	0.2	-4
4	Cc1ccc(NC(=O)CN(C)C(=O)c2cccc(S(=O)(=O)N3CCc4ccccc43)c2)cc1	-4	3	-5	0.1	-1
5	OCCN(CCO)c1ccc(C(c2ccc(Cl)cc2)c2ccc(N(CCO)CCO)cc2Cl)c(Cl)c1	20	-3	0	-0.6	-2
6	Cc1ccc(N(C)S(=O)(=O)c2cccc(C(=O)NCCCN3CCCC3=O)c2)cc1	4	6	-2	0.3	-10
7	CCn1c(CN2CCOCC2)nnc1SCC(=O)Nc1ccccc1Cl	12	4	1	-0.1	4
8	Cc1ccc(S(=O)(=O)Nc2ccc(-c3nc4ccc(C)cc4s3)cc2)cc1	10	-69	-3	-144	-7
9	C#CCOCCOCCOCCNc1nc(N2CCN(C(=O)C([C@@H](C)O)n3cc([C@@H](N)CCCCN)nn3)CC2)nc(N2CCN(C(=O)[C@H](CC(N)=O)n3cc([C@@H](N)C(C)C)nn3)CC2)n1 (some centres not stated)	11	1	-3	0.6	-2
10	O=C(CSc1nnc(-c2cccnc2)n1Cc1ccco1)Nc1nc(-c2ccc(F)cc2)cs1	-2	3	-2	0.2	6

nr	LEDGF integ inh	ARFGAP1 inhibitor	DDE Tn6 FP inh	ADAM10 inh	ADAM17 inh
1	-4	-2	7	-7	3
2	-3	-1	-9	-2	-3
3	-1	8	-7	-67	-15
4	-1	1	2	2	1
5	0	8	-5	8	7
6	3	-5	7	-4	2
7	-2	10	2	3	-4
8	0	-1	3	-188	-76
9	5	9	-4	-2	-2
10	3	-5	-9	11	3

Carrying on.
nr	canonical_smiles	ASAP1 inh	PLC-gamma1 inh	DDE Tn7 FP inh	KLK7 zymogen act	TDP2 inh
11	O=C(CSc1nnc(-c2cccc(S(=O)(=O)N3CCCCC3)c2)o1)c1ccc[nH]1	-13	-2	3	0.0	-7
12	CCOC(=O)c1cc2c(ccn2C)n1CC(=O)N1CCC(Cc2ccccc2)CC1	-3	-20	-7	0.0	-8
13	Cc1cnc(C(=O)OCC(=O)Nc2ccc3c(c2)OCCO3)cn1	-5	-2	-2	-0.1	-4
14	N#CC1C(=O)NC(=O)CC12CCCCC2 (configuration not stated)	-3	-2	6	-0.6	7
15	COc1ccc(S(=O)(=O)N2CCN(CC3CC=CCC3)CC2)cc1 (configuration not stated)	4	-1	5	-0.6	12
16	O=S(=O)(CCc1ccncc1)c1ccc(Cl)cc1	-6	4	-6	0.2	-1
17	CCN(C(=O)C1CCCCC1)c1nnc(-c2cccnc2)s1	16	3	-5	0.2	3
18	Cc1ccc(-n2[nH]c3c4c(ccc3c2=O)C(=O)c2ccccc2C4=O)cc1	0	-1	8	0.3	6
19	CCOc1nnc(C)c2c(C)n(-c3cccc(Cl)c3)nc12	-4	7	3	-0.5	-6
20	CCCCCCCC[n+]1cccc(C(=O)N(CC)CC)c1	0	0	1	-0.4	5

nr	LEDGF integ inh	ARFGAP1 inhibitor	DDE Tn6 FP inh	ADAM10 inh	ADAM17 inh
11	-4	15	-1	-9	-6
12	-1	4	4	-3	0
13	-2	14	4	-5	-1
14	-1	0	-1	-12	-3
15	1	0	4	1	0
16	2	1	-2	-10	1
17	2	-12	1	-7	-5
18	-3	5	0	6	-5
19	-8	-11	2	-8	5
20	-1	-6	2	-4	-2

Of the compounds above, these contain a halogen:
nr	canonical_smiles	ASAP1 inh	PLC-gamma1 inh	DDE Tn7 FP inh	KLK7 zymogen act	TDP2 inh
1	O=C(OCc1nnc(-c2ccccc2)o1)C1CCN(C(=O)c2ccc(Cl)cc2)CC1	0	4	1	0.1	-7
3	Cc1cc(N2CCN(c3ccccc3Cl)CC2)n2cc(-c3ccccc3)nc2n1	3	-45	4	0.2	-4
5	OCCN(CCO)c1ccc(C(c2ccc(Cl)cc2)c2ccc(N(CCO)CCO)cc2Cl)c(Cl)c1	20	-3	0	-0.6	-2
7	CCn1c(CN2CCOCC2)nnc1SCC(=O)Nc1ccccc1Cl	12	4	1	-0.1	4
10	O=C(CSc1nnc(-c2cccnc2)n1Cc1ccco1)Nc1nc(-c2ccc(F)cc2)cs1	-2	3	-2	0.2	6
16	O=S(=O)(CCc1ccncc1)c1ccc(Cl)cc1	-6	4	-6	0.2	-1
19	CCOc1nnc(C)c2c(C)n(-c3cccc(Cl)c3)nc12	-4	7	3	-0.5	-6

nr	LEDGF integ inh	ARFGAP1 inhibitor	DDE Tn6 FP inh	ADAM10 inh	ADAM17 inh
1	-4	-2	7	-7	3
3	-1	8	-7	-67	-15
5	0	8	-5	8	7
7	-2	10	2	3	-4
10	3	-5	-9	11	3
16	2	1	-2	-10	1
19	-8	-11	2	-8	5

Next records.
nr	canonical_smiles	ASAP1 inh	PLC-gamma1 inh	DDE Tn7 FP inh	KLK7 zymogen act	TDP2 inh
21	CC(=O)c1cccc(NC(=O)CNC(=O)Cc2ccccc2)c1	-3	-1	-3	-0.6	-7
22	COc1cnn(-c2ccc(C)cc2)c(=O)c1Br	-8	-4	9	0.5	0
23	Cc1ccc(C(=O)Nc2sc3c(c2C#N)CCCCC3)cc1C	4	-12	1	-9.6	8
24	O=C(O)CSc1nc2ccc(Cl)cc2[nH]1	-23	-1	-4	-0.2	0
25	COc1ccc(N(C(=O)CNC(=O)c2cccs2)C(C(=O)NC2CCCC2)c2ccncc2)cc1 (configuration not stated)	-7	8	-2	1.5	-22
26	CC1(c2ccccc2)CC(C)(C)n2c(O)c(C3=NC(=S)NC3=O)c3cccc1c32 (configuration not stated)	-8	3	-5	0.3	13
27	Cn1c(SCCOc2ccccc2Cl)nnc1-c1ccncc1	-9	-1	-3	-0.2	4
28	Cc1ccc(C(=O)N2CC(=O)Nc3ccc(F)cc3C2c2ccccc2)cc1[N+](=O)[O-] (configuration not stated)	14	1	-2	-0.2	7
29	COCCOC(=O)c1c(C)oc2ccc(OCc3ccccc3)cc12	6	-1	0	0.2	-6
30	CCn1c(CCc2nc3ccccc3[nH]2)n[nH]c1=S	4	0	2	0.3	0

nr	LEDGF integ inh	ARFGAP1 inhibitor	DDE Tn6 FP inh	ADAM10 inh	ADAM17 inh
21	3	2	1	-3	1
22	0	-6	9	-7	0
23	0	-1	2	-9	-2
24	-5	-11	4	2	-2
25	4	5	-6	14	4
26	5	5	0	2	-1
27	0	-6	3	0	0
28	2	-2	0	-6	-3
29	-2	-9	-6	14	2
30	0	12	-1	-7	-1

Continuation:
nr	canonical_smiles	ASAP1 inh	PLC-gamma1 inh	DDE Tn7 FP inh	KLK7 zymogen act	TDP2 inh
31	C[C@H](/C=C/[C@@]1(O)[C@H](C)C[C@H](O)CC1(C)C)O[C@@H]1O[C@H](CO)[C@@H](O)[C@H](O)[C@H]1O	-9	8	0	-0.4	-10
32	COc1cc(C(=O)NCCC(=O)N2CCC3(CC2)NCCc2[nH]cnc23)cc(OC)c1OC	1	-1	1	0.1	-10
33	CC(=O)N(c1ccc(C(F)(F)F)cc1)S(=O)(=O)c1ccc(N2C(=O)CCC2=O)cc1	1	2	4	0.0	5
34	CC(NC(=O)c1ccc(Cl)cc1)C(=O)N1CCCCC1 (configuration not stated)	-2	3	-1	-0.1	5
35	COc1ccc(NC(=O)O/N=C/c2ccncc2)cc1	10	-5	-6	0.5	7
36	CCOc1ccccc1OCCCC(=O)NC1=NCCS1	-1	3	-8	-0.1	0
37	Cc1cc(-c2ccccc2)nc(N(C)NC(=O)c2c(F)cccc2F)c1S(C)(=O)=O	-3	6	1	0.0	10
38	[O-]/[N+](=C\c1ccccc1)c1ccccc1	-9	2	-1	0.8	-5
39	CCOc1ccc(NC(=O)/C=C/c2ccc(OC)cc2)c([N+](=O)[O-])c1	-12	2	9	0.0	-13
40	COc1ccc2cc(/C=N/NC(=O)CN(c3ccccc3OC)S(=O)(=O)c3ccccc3)c(Cl)nc2c1	-6	-27	-4	-5.7	15

nr	LEDGF integ inh	ARFGAP1 inhibitor	DDE Tn6 FP inh	ADAM10 inh	ADAM17 inh
31	5	13	6	1	4
32	2	0	-4	-7	4
33	2	2	-9	0	2
34	4	-13	-2	2	-2
35	-3	-3	-4	-5	-4
36	-1	-3	-6	6	1
37	-2	6	-2	11	5
38	0	7	3	-4	2
39	-8	2	5	0	0
40	1	10	4	-35	-16

Additional entries.
nr	canonical_smiles	ASAP1 inh	PLC-gamma1 inh	DDE Tn7 FP inh	KLK7 zymogen act	TDP2 inh
41	CCOC(=O)N1CCN(S(=O)(=O)N2CCCC(C(=O)NCc3ccccc3OCC)C2)CC1 (configuration not stated)	11	-2	-3	-0.1	2
42	O=S(=O)(c1ccc(Cl)s1)N1CCN(CCc2ccccc2)CC1	-1	-3	1	0.1	22
43	COc1ccc(C(=O)Nc2ccc3nc(N4CCOCC4)sc3c2)cc1OC	9	-6	2	0.1	-4
44	O=C(/C=C/c1ccccc1)c1ccccn1	2	-49	-4	-4.6	9
45	CC(=O)COC(=O)CCc1nc2ccccc2[nH]c1=O	1	-17	-4	1.4	1
46	CC(=O)c1ccc(NC(=O)c2ccc(S(=O)(=O)c3ccccc3)cc2)cc1	-6	-1	1	-11	-7
47	Cc1cc(C(=O)Nc2ccccn2)no1	4	4	1	-0.8	-13
48	Cc1ccc(CN2C(=O)CCC2(C)c2nnnn2Cc2ccccc2)cc1 (configuration not stated)	-1	2	7	0.3	0
49	Cc1cc(Nc2cccc(Cl)c2)nc(NCc2ccccc2)n1	10	1	-6	0.3	-4
50	CC(C)(C)CC(=O)Nc1ccc(C(N)=O)cc1	2	3	0	0.3	2
51	Cc1ccc(S(=O)(=O)NCC(=O)N(CC(=O)NCc2ccco2)Cc2ccccc2)cc1	4	0	8	0.6	-11
52	CN(C)CC(=O)N[C@@H]1C[C@@H]2O[C@@H](CO)CC[C@@H]2O[C@@H]1CCc1ccc(-c2ccc(F)cc2)cc1	.	-1	3	0.2	4

nr	LEDGF integ inh	ARFGAP1 inhibitor	DDE Tn6 FP inh	ADAM10 inh	ADAM17 inh
41	1	20	-1	0	1
42	-1	-14	-6	-6	-3
43	-2	14	-7	-12	2
44	-2	5	-12	-52	-16
45	-2	-6	7	-87	-29
46	-4	1	7	-2	-3
47	-7	2	1	-2	-4
48	5	4	1	7	0
49	3	5	-8	14	4
50	3	6	0	3	-6
51	-3	10	-2	3	-3
52	-3	.	5	-1	0
